Eya2 inh: qHTS Assay for Inhibitors of the Phosphatase Activity of Eya2; Protein phosphatase EYA2 (Homo sapiens), O00167; recombinant Eya2, OMFP fluorescence dephosphorylation (OMFP is methylfluorescein phosphate); Potency, µM (doses to about 76.9 µM), for the others: top-dose activity, negative = inhibition, usual class: inhibitors; 0.006% of 330,000 active; note: potency is the fitted concentration of half-maximal effect; % is set by controls: 0 for no effect and ±100 for the full control effect
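Eya2 (0.2 uM) preincubated 10 min at ambient with compound, then OMFP substrate added at 50 uM; 10 min reaction in 50 mM HEPES pH 7.5, 50 mM NaCl, 5 uM MgCl2, 0.05% BSA, 1 mM DTT. Fluorescence read at Ex 485/Em 525 nm.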
TSHR antag: Antagonists of the Thyroid Stimulating Hormone Receptor: HTS campaign; TSHR-expressing cells, TSH-stimulated cAMP HTRF, 2 h; hits give low values; activity change, negative = inhibition, % at 11.5 µM; 0.2% of 330,000 active;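 active = activity change below a set negative limit, meaning inhibition stronger than a set level, cut at about -70% in these data; inconclusive = activity change between two set negative limits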; note: % is set by controls: 0 for no effect and ±100 for the full control effect
Target sequence (P16473 whole entry, looked up): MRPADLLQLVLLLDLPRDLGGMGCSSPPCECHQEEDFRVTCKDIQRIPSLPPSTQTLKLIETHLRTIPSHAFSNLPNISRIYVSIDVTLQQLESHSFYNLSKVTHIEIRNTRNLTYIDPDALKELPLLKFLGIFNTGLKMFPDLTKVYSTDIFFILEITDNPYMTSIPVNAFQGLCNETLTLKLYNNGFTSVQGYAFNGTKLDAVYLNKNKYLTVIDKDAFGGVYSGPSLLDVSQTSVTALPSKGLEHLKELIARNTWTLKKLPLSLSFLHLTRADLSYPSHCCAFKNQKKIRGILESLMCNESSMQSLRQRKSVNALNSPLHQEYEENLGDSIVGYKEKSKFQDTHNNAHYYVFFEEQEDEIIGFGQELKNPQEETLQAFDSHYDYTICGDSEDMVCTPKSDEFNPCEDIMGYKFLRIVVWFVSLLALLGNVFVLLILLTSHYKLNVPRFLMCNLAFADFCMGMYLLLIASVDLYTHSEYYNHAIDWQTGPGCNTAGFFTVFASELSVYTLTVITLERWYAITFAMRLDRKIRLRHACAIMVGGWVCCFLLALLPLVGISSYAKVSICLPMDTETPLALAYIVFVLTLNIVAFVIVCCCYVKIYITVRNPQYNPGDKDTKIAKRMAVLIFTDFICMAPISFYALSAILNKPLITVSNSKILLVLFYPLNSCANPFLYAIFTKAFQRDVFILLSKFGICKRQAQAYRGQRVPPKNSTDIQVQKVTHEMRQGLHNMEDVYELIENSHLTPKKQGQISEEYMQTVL
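TSHR-expressing cells were treated with compounds, then stimulated with TSH at EC80 (4nM final) for 2 hours at 37 deg C. Cellular cAMP was measured by HTRF competition between lysate cAMP and cAMP-d2 for a cryptate-labelled anti-cAMP antibody.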
uPA generation: qHTS for Inhibitors of Cell Surface uPA Generation | cell surface uPA generation assay, qHTS | Potency, µM (top dose mostly 38.3 µM), inactives show top-dose activity change, negative = inhibition, hits mostly inhibitors | 0.31% of 330,000 active | AID 540303, 2011; active = well fitted inhibition curve with a large enough effect; inconclusive = small, poorly fitted or top-dose-only effect; inactive = no such curve, though single readings can be large or run the other way; tested in mouse RAW 264.7 cells; note: potency is the fitted concentration of half-maximal effect; % is set by controls: 0 for no effect and ±100 for the full control effect; nearly all actives have a fitted effect of over 55% in size
Tb PFK block: qHTS Assay to Find Inhibitors of T. brucei phosphofructokinase; ATP-dependent 6-phosphofructokinase (Trypanosoma brucei brucei), O15648; Potency, µM (highest dose often 57.5 µM), for the others: at the highest dose activity, negative = inhibition, usual class: inhibitors; 0.17% of 330,000 active; AID 485367, 2010; T. brucei PFK, ADP-Glo luminescence;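 note: potency is the fitted concentration of half-maximal effect; 0% = uninhibited 1x PFK enzyme wells and -100% = no-enzyme wells; nearly all actives have a fitted effect of over 60% in size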
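Luminescent ADP detection (ADP-Glo, two-step: ATP depletion then ADP-to-ATP conversion for luciferase) reported PFK activity after 45 min room-temperature reaction of 1.25 nM enzyme with 0.5 mM F6P and 0.1 mM ATP at pH 8.0.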
B2AR arrestin: qHTS assay of beta-arrestin-biased ligands of beta2-adrenergic receptor | Beta-2 adrenergic receptor (Homo sapiens), P07550 | beta-arrestin recruitment to beta2AR, cell-based reporter | Potency, µM (top dose mostly 46.1 µM), for inactives: top-dose activation, most hits filed as activators | 0.02% of 330,000 active | AID 492947, 2010;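 note: potency is the fitted concentration of half-maximal effect; 0% = DMSO controls and full agonism = EC100 isoproterenol or metaproterenol; nearly all actives have a fitted effect of over 65% in size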
TSG101-PTAP inh: qHTS Assay for Iinhibitors of HIV-1 Budding by Blocking the Interaction of PTAP/TSG101; Tumor susceptibility gene 101 protein (Homo sapiens), Q99816; Fluorescence polarization, FITC-PTAP peptide / Tsg101 binding; Potency, µM (highest dose often 115 µM), for inactives: top-dose activity change, negative = inhibition, most hits filed as inhibitors; 340,000 tested, under 10 active; AID 493005, 2010; active = well fitted inhibition curve with a large enough effect in the main read-out, with a control signal flat, not every such curve was filed as active; inconclusive = small, poorly fitted or top-dose-only effect, or effect the other way, or a change in a side signal; inactive = no such curve, though single readings can be large or run the other way; note: potency is the fitted concentration of half-maximal effect; % of control where 0% means no effect
Target sequence (Q99816 whole entry, looked up): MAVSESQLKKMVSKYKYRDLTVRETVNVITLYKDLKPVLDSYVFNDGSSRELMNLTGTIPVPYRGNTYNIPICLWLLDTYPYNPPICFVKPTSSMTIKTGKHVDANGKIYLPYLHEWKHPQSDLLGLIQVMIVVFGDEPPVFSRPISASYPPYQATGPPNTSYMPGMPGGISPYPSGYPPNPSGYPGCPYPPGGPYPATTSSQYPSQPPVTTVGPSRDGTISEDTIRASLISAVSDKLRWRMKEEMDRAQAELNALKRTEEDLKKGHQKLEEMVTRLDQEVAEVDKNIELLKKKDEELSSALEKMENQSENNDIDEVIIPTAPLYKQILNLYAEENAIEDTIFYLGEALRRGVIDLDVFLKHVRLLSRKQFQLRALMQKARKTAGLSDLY
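Fluorescence anisotropy tracks displacement of a FITC-tagged PTAP peptide (50 nM) from the Tsg101 binding domain (10 uM), following a 20 min room-temperature incubation at pH 7.5.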
ELG1 repair inh: qHTS screen for small molecules that inhibit ELG1-dependent DNA repair in human embryonic kidney (HEK293T) cells expressing luciferase-tagged ELG1 | HEK293T ELG1-luciferase reporter, luminescence, 16 h; DNA damage induced by 5-fluorouridine | Potency, µM (titrated, usually from 46.1 µM), without a hit: at the highest dose activity change, negative = inhibition, usual class: inhibitors | 2.3% of 330,000 active | AID 504467, 2011; note: potency is the fitted concentration of half-maximal effect; % is set by controls: 0 for no effect and ±100 for the full control effect; nearly all actives have a fitted effect of over 55% in size
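5-Fluorouridine DNA damage + compound/DMSO, 2,000 cells/well, 16 h, 37 °C/5% CO2. ONE-Glo, 30 min RT, luminescence. Readout = decrease in reporter signal.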
TCR act: Activators of T cell receptors: qHTS campaign | 330,000 tested, under 10 active | Potency, µM (doses to about 9.22 µM), inactives show top-dose activation of IL-2 secretion, usual class: activators | AID 504894, 2011 | primary human leukocytes, anti-CD3, IL-2 HTRF, 48 h; note: % of control where 0% means no effect
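Human primary leukocytes + a-CD3 beads + cpd, 48 hr; IL-2 in supernatant by HTRF (ex 320nm / em 665nm). No co-stimulatory signal supplied.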
Chronic BCR inh: qHTS Assay to Find Inhibitors of Chronic Active B-Cell Receptor Signaling; ABC-DLBCL IkBa-CBG/CBR reporter, luminescence ratio, 4 h; 0.05% of 340,000 active; AID 493014, 2011; Potency, µM (highest dose often 46.1 µM), without a hit: at the highest dose ratio change, negative = lower green/red ratio, hits mostly inhibitors; active = well fitted inhibition curve with a large enough effect in the signal ratio, with a control signal flat, not every such curve was filed as active; inconclusive = small, poorly fitted or top-dose-only effect, or effect the other way, or a change in a side signal; the % refers to the signal ratio;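 note: potency is the fitted concentration of half-maximal effect; plate controls were basal doxycycline-induced cells for no effect and cells given 10 µM MG132 for full effect; MG132 reads +100%, hits lower the ratio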
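Compounds up to 46 uM were incubated four hours with TMD8 cells whose green CBG68 luciferase is fused to IkappaBalpha; red CBR luminescence normalised the signal, and concentration-effect curves were fitted to fusion, red and ratio data.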
Mito fusion act: qHTS Assay for Small Molecule Inhibitors of Mitochondrial Division or Activators of Mitochondrial Fusion. AID 485298, 2010. Potency, µM (top dose mostly 46.1 µM), for the others: at the highest dose growth rescue (activation), most hits filed as activators. 0.23% of 320,000 active. S. cerevisiae fusion-defective mutant growth rescue, CellTiterGlo 48 h;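 note: potency is the fitted concentration of half-maximal effect; % of control where 0% means no effect; nearly all actives have a fitted effect of over 45% in size; temperature-sensitive fusion mutants such as fzo1-1 at 37 °C on non-fermentable ethanol glycerol medium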
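Yeast fusion mutant, YPEG (non-fermentable carbon), compound, 48 h at 37C non-permissive; CellTiterGlo added, 10 min RT, luminescence read. Rescued growth = division inhibition.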
USP2a block: qHTS Assay for Inhibitors of Ubiquitin-specific Protease USP2a Using CHOP2 as the Reporter | 0.01% of 330,000 active | USP2 core, Ub-CHOP2 coupled fluorogenic reporter, 485/531 | Potency, µM (highest dose often 38.3 µM), without a hit: top-dose activity change, negative = inhibition, actives largely listed as inhibitors | Ubiquitin carboxyl-terminal hydrolase 2 (Homo sapiens), O75604;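 note: potency is the fitted concentration of half-maximal effect; plate controls were DMSO wells for no effect and full inhibition by NEM control for full effect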
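USP2 core (10nM final) preincubated 30min RT with compound in 20mM Tris-HCl pH 8.0, 2mM CaCl2, 2mM beta-mercaptoethanol, 0.05% CHAPS; 25nM Ub-CHOP2 plus 25nM reporter substrate added, fluorescence (Ex485/Em531) read after 60min.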
Starred values were filed as active, the others as inactive; ? = inconclusive; . = no result given; & = joins results of further samples; [ ] = remark or other dose. Unless noted, calls come from the whole dose curve; as a rule, active = well fitted curve in the direction sought with a large enough effect; inconclusive = small, poorly fitted or top-dose-only effect, or another doubt; inactive = no such curve, though single readings can be large; an effect the other way counts as inactive or inconclusive.

SMILES	Eya2 inh	TSHR antag	uPA generation	Tb PFK block	B2AR arrestin	TSG101-PTAP inh	ELG1 repair inh	TCR act	Chronic BCR inh	Mito fusion act	USP2a block
CCCCn1c(N)c(N(CC(C)C)C(=O)CCCc2cccs2)c(=O)[nH]c1=O	1%	7	-3%	8%	0.1%	-2%	16%	-2%	6%	0%	4%
COc1ccc2c(c1)N1CCN=C1N2C	1%	3	0%	0%	-0.2%	-2%	?	3%	-4%	1%	0%
NC(=O)c1ccc(NC(=O)c2ccc(CN3CCOCC3)cc2)cc1	-24%	27	1%	2%	3.7%	-3%	?	-1%	1%	-2%	4%
O=C(CNS(=O)(=O)c1ccccc1Br)OCC(=O)N1CCc2ccccc21	-19%	-13	0%	1%	-0.6%	-10%	14%	6%	2%	3%	4%
COc1ccc(OC)c(N(CC(=O)Nc2ccc3c(c2)OCCO3)S(C)(=O)=O)c1	-2%	-13	4%	-3%	-1.2%	-2%	5%	-1%	-1%	-1%	0%
COc1ccc(OC)c(-c2cc(-c3cccnc3)nc(N)c2C#N)c1	-20%	-11	-6%	-1%	-0.2%	1%	?	3%	?	3%	2%
CCN(CC)C(=O)COc1cccc2ccccc12	-1%	4	-3%	-1%	0.4%	-3%	?	1%	-19%	1%	2%
O=C(CSc1ccc2nnc(-c3ccc(Cl)cc3)n2n1)N1CCCC1	7%	-1	-12%	-4%	-0.1%	-2%	-1%	5%	0%	9%	3%
COc1ccc(N2CCN(CCCn3c(=S)[nH]c4ccccc4c3=O)CC2)cc1	7%	6	-19%	0%	-0.4%	-6%	21%	27%	1%	-21%	0%
CC(C)Cc1nnc(NC(=O)CCC(=O)Nc2ccccc2F)s1	-5%	1	18%	-8%	0.5%	2%	7%	-2%	-2%	0%	-1%
COc1ccccc1NC(=O)c1cc(S(=O)(=O)N2CCc3ccccc32)ccc1F	-10%	-10	1%	-1%	-0.6%	-1%	8%	4%	1%&-1%	1%	3%
O=C(/C=C/c1c(F)cccc1Cl)Nc1cccnc1	6%	4	?	1%	-0.7%	-2%	?	3%	-7%	5%	2%
CN1CCN(C2OC(=O)c3ccccc32)CC1 (configuration not stated)	-4%	-4	.	-3%	-0.4%	-8%	-1%	-1%	?	-3%	2%
CCc1nc2ccc(C(=O)Nc3cccc(C(C)=O)c3)cc2nc1CC	-4%	1	-1%	-1%	-0.9%	-2%	18µM*	1%[46.1 µM]	?	19%	1%
Cc1ccn2c(-c3n[nH]c(=S)n3Cc3ccccc3)c(C)nc2c1	-17%	2	-2%	-2%	-0.8%	-3%	-15%	-1%[46.1 µM]	1%	-7%	1%
CCOc1ccc2[nH]c3c(NCCC(C)C)ncnc3c2c1	-12%	18	?	-17%	-1.5%	-3%	?	-3%	8%	-20%	-1%
CC(=O)Nc1ccc(NC(=O)COC(=O)c2c(-c3ccccc3)noc2C)cc1	-5%	-6	0%	1%	5.1%	-1%	?	-4%	?	-7%	3%
COC(=O)/C(=C(/F)Sc1cc(C)c(O)c(C)c1)C(F)(F)F	-8%	8	.	-3%	-0.2%	0%	-1%	-5%	?	27%	2%
CCCc1ccc(C(=O)NNc2ccc(F)cc2)cc1	19%	-6	4%	0%	-0.9%	-4%	17%	1%	-1%	-1%	1%
O=c1[nH]cc(S(=O)(=O)c2ccccc2)[nH]1	-8%	3	2%	0%	0.0%	1%	-12%	-5%	5%	1%	-1%
Cc1cccc(OCCOC(=O)C2CCN(S(=O)(=O)c3cccs3)CC2)c1	21%[15.4 µM]	-1	5%	3%	0.0%	0%	?	10%	-3%	10%	-5%
CCOC(=O)NCc1ccc(CNC(=O)OCC)cc1	3%	-2	5%	-1%	-0.2%	-4%	-2%	-5%	0%	-1%	1%
COc1ccc(Cn2c(N)c(C#N)c3nc4ccccc4nc32)cc1OC	-10%	-15	1%	1%	0.5%	1%	-7%	-19%	-2%	2%	3%
COc1ccc(C(=O)Nc2ccc(NC(=O)c3cccs3)c(OC)c2)cc1Cl	-1%	-11	-5%	-1%	0.1%	-6%	-10%	.	4%	-10%	1%
COc1ccc(C(=O)Nc2ccccc2N2CCCC2)cc1	-1%	-6	-9%	-1%	-0.8%	1%	10%	0%	4%	6%	1%
(list continues)
SMILES	Eya2 inh	TSHR antag	uPA generation	Tb PFK block	B2AR arrestin	TSG101-PTAP inh	ELG1 repair inh	TCR act	Chronic BCR inh	Mito fusion act	USP2a block
CCOC(=O)C1CCN(S(=O)(=O)c2c(C)[nH]c(=O)[nH]c2=O)CC1	-10%	-2	-2%	-5%	-0.2%	-2%	10%	3%	1%	1%	-3%
Brc1c(CSc2nncn2-c2ccccc2)nc2sccn12	1%	47	.	2%	-0.1%	-3%	20%	-3%	-1%	3%	-5%
Cc1ccc(Oc2nc(CN3CCOCC3)nc3sc4c(c23)CCC(C)C4)cc1C (configuration not stated)	-13%	13	-1%	0%	-0.4%	1%	13µM*	0%[46.1 µM]	-8%	-20%	3%
COc1cc2nc(SCc3ccc(F)cc3)n(Cc3cccs3)c(=N)c2cc1OC	-1%	-6	5%	-2%	-0.7%	6%	?	-1%	10%	5%	-3%
CN1C(=O)NC(c2cccc([N+](=O)[O-])c2)C2=C1CC(C)(C)CC2=O (configuration not stated)	0%	-3	0%	-1%	0.2%	-2%	-2%	-5%	6%	-13%	4%
Cc1ccc2c(C)cc(=S)[nH]c2c1	9%	-8	-2%	0%	-0.1%	-16%	1%	2%	1%	-3%	0%
CC(C)(Oc1ccc(Cl)cc1)C(=O)NNC(=O)c1ccc(Br)o1	3%	-3	-2%	-2%	-0.2%	-7%	-12%	6%	-16%	6%	1%
CC(=O)Nc1ccc(CNC(=O)C[N+]2(C)CCOCC2)cc1	-11%	24	-6%	-1%	0.0%	-2%	5%	-1%	0%	1%	0%
COc1ccc(N2CCN(C(=O)CSc3nnc4c(C)cc5cc(C)ccc5n34)CC2)cc1	20%	-2	-1%	-2%	-0.1%	-11%	?	2%	2%	3%	-2%
O=C1CC(NS(=O)(=O)c2ccc([N+](=O)[O-])cc2)CN1c1ccc(Cl)cc1 (configuration not stated)	17%	2	-2%	7%	-0.2%	0%	-1%	2%	9%	-4%	-1%
CCOC(=O)CSc1nc2c(c(=O)n1-c1ccc(OC)cc1)SCC2	19%	22	0%	-9%	-0.3%	2%	2%	-4%	1%	1%	1%
Clc1ccc(-n2ncc3c(NCc4ccc5c(c4)OCO5)ncnc32)cc1	-14%	-24	0%	-3%	-0.4%	1%	?	0%	1%	3%	-2%
CCCn1c(SCC(=O)Nc2ccc(NC(C)=O)cc2)nc2c1c(=O)n(C)c(=O)n2C	-7%	5	6%	-2%	-0.8%	-3%	-3%	-1%	0%	-1%	0%
CCNC(=O)c1ccc2c(c1)S(=O)(=O)c1ccccc1C2=O	-8%	16	-6%	0%	-0.3%	-5%	23%	4%	-19%	0%	-1%
COc1ccc(CNC(=O)c2sc(=S)n(-c3ccccc3)c2N)cc1	5%	4	-2%	-14%	-0.4%	-3%	-5%	-23%	?	-2%	1%
Cc1ccc(-n2nnnc2SCn2nnc3ccccc3c2=O)cc1	13%	2	-3%	-3%	-0.1%	-12%	?	-8%	16%	4%	7%
c1ccc(-n2ncc3c2ncn2nc(-c4ccco4)nc32)cc1	-2%	13	-14%	0%	-0.4%	0%	?	.	?	4%	1%
COc1ccc2cc(C(=O)CS(=O)(=O)c3ccccc3)c(=O)oc2c1	0%	10	7%	1%	-0.8%	-3%	?	3%	1%	-3%	0%
COc1cc(NS(=O)(=O)c2ccc(NC(=O)c3ccc(Cl)cc3Cl)cc2)ncn1	4%	-10	1%	-2%	5.6%	.	-2%	5%	0%	0%	1%
COc1ccc(-c2cc(=O)oc3c(C)c(OC(C)C(=O)Nc4ccc(CN5CCOCC5)cc4)ccc23)cc1 (configuration not stated)	-16%	-4	-14%	4%	3.2%	0%	?	2%	?	-3%	0%

Screening results: PubChem, National Center for Advancing Translational Sciences (NCATS)
